PPARg SRC2 recr: agonists of PPARg-SRC-2 recruitment, primary screen, biochemical, HTS. PPARgamma LBD-SRC-2 recruitment. activation, % at 8 µM. 0.34% of 200,000 active. AID 1032, 2008; in the data active = activation above about 22%;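 note: 0% = vehicle and 100% = reference agonist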
S1P3 antagonist: S1P3 receptor antagonists, primary screen, cell-based; Sphingosine 1-phosphate receptor 3 (Homo sapiens), Q99500; AID 485, 2006; CHO S1P3 NFAT-BLA reporter, FRET fluorescence, antagonist mode; inhibition, % at 4.98 µM; 0.27% of 170,000 active;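 active = inhibition above the plate cutoff, the mean inhibition of test wells on that plate plus 3 SD, cut at about 28% in these data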;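 note: cells challenged with S1P at its EC80 of 0.8 µM; blue over green emission ratio from cleaved BLA substrate after 4 h stimulation; 0% = S1P-stimulated wells and 100% = unstimulated DMSO-only wells; some compounds past the cut are filed as inactive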
Target sequence (Q99500 whole entry, looked up): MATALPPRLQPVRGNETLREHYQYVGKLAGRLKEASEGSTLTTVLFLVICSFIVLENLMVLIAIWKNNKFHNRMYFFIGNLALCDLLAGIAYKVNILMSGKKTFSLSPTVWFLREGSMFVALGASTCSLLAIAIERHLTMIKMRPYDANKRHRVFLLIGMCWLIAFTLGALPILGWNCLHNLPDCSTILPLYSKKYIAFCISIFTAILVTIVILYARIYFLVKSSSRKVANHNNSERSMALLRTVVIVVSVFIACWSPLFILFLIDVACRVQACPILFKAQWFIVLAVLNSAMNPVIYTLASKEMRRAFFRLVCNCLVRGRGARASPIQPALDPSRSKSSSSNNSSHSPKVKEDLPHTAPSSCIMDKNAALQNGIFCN
ROMK mod: ROMK potassium channel modulators, primary screen, cell-based, thallium flux, MLSMR library. B-score at 10 µM. Tet-inducible ROMK, thallium flux fluorescence; actives lie on both sides. ATP-sensitive inward rectifier potassium channel 1 (Homo sapiens), P48048. 2% of 130,000 active;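 active = signal ratio slope over the read window, or its plate-corrected B-score, at least 3 SD from the plate mean, either direction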;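 note: B-score of the F/F0 ratio slope over 7 to 12 s after thallium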
Target sequence (P48048 whole entry, looked up): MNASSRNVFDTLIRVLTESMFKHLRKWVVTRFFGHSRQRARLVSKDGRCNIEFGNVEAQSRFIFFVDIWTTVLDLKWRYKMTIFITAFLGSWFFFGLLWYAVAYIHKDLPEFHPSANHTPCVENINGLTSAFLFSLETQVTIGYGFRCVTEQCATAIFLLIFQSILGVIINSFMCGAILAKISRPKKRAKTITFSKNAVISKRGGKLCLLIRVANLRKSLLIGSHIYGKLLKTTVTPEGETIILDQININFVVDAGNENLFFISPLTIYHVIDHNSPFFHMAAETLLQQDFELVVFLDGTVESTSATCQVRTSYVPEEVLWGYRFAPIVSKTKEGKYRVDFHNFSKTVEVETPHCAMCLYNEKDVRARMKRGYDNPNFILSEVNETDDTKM
G6PDH CS: L. mesenteroides G6PDH inhibitors, counter-screen for G6PDH-coupled screening assays, biochemical, Leuconostoc mesenteroides enzyme; Purified L. mesenteroides G6PDH, diaphorase/resazurin coupled fluorescence, 45 min; inhibition, % at 5 µM; 0.12% of 200,000 active; in the data active = inhibition above about 50%
PPARg SRC1 recr: PPARgamma agonists recruiting SRC-1 coactivator, primary screen, biochemical; Peroxisome proliferator-activated receptor gamma (Homo sapiens), P37231; PPARgamma-SRC-1 coactivator recruitment biochemical assay; activation, % at 8 µM; 0.41% of 200,000 active; in the data active = activation above about 19%;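 note: 0% = DMSO and 100% = reference agonist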
Diaphorase act: compounds boosting diaphorase resazurin reduction – biochemical, uHTS, resorufin fluorescence, counter-screen for diaphorase-coupled primary assays, primary screen; Diaphorase/resazurin coupled assay, 16 min; hits give high values; 1 = vehicle wells, 0 = NADH-free wells; activation factor at 20 µM; 0.005% of 190,000 active;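 active = diaphorase activity raised at least twofold by the compound at 20 µM; inactive = activation factor below 2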
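Assay system: bacterial diaphorase enzyme (C. kluyveri) / Input: enzyme 0.07 U/mL final / Medium: 50 mM HEPES pH 7.4 with 4.542 mM MgCl2, 0.005% Tween 20 / Doses: single compound dose of 20 µM, 1% DMSO final / Incubation: 16 min enzyme reaction, ambient temperature / Signal: fluorescence, excitation 544 nm and emission 590 nm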
Diaph inh CS: diaphorase inhibitors and chemical oxidizers, primary screen, counter-screen for diaphorase-coupled primary assays, biochemical, uHTS, resorufin fluorescence; diaphorase resazurin-to-resorufin fluorescence, NADH, 16 min; bacterial (C. kluyveri) enzyme, not human; inhibition, % at 20 µM; AID 1217, 2008; 0.69% of 190,000 active;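 active = primary screen inhibition at 20 µM above a set limit, cut at about 50% in these data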;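 note: plate controls were DMSO with full reaction for no effect and wells lacking NADH for full effect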
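controls = No-NADH positive control and DMSO neutral control | system = Clostridium kluyveri diaphorase enzyme | timing = reaction incubation of 16 min at room temperature | signal = resorufin fluorescence 544/590 nm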
PPARg SRC3 recr: PPARgamma agonists recruiting SRC-3 coactivator, primary screen, biochemical | biochemical PPARgamma/SRC-3 coactivator recruitment assay | 0.26% of 200,000 active | Peroxisome proliferator-activated receptor gamma (Homo sapiens), P37231 | activation, % at 8 µM | AID 731, 2007; in the data active = activation above about 23%;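 note: 0% = DMSO and 100% = reference agonist; some compounds past the cut are filed as inactive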
PMI act hi M6P: human PMI activators, high substrate, primary screen, biochemical, fluorescence intensity, near-saturating mannose 6-phosphate; coupled PMI enzyme assay, resazurin fluorescence, 20 min; hits give high values; 1 = untreated enzyme, 0 = substrate-free blank; Mannose-6-phosphate isomerase (Homo sapiens), P34949; 0.34% of 190,000 active; activation factor at 20 µM;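 active = activation factor of 2 or more at 20 µM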
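Material: human phosphomannose isomerase with PGI, G6PDH, diaphorase coupling enzymes / Reagent: Man-6-P substrate 1.0 mM / Dosing: single compound dose of 20 µM, 1% DMSO final / Incubation: enzyme reaction with compound 20 min at room temperature / Signal: resorufin fluorescence (Ex 544/Em 590 nm) from resazurin via diaphorase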
PMI activator: activators of human PMI, primary screen, biochemical, fluorescence intensity, near-Km mannose 6-phosphate | Mannose-6-phosphate isomerase (Homo sapiens), P34949 | purified human PMI, coupled resazurin fluorescence, 20 min; hits give high values; 1 = vehicle control, 0 substrate-free wells | activation factor at 20 µM | 0.005% of 190,000 active | AID 1214, 2008;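 active = activation factor of 2 or more at 20 µM, relative to plate controls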
TR-FRET SRC-2 ct: TR-FRET signal artefacts, primary screen, artefact control for PPARgamma SRC-2 agonist project, biochemical. TR-FRET ratio at 8 µM. 0.4% of 200,000 active. TR-FRET artefact counter-screen; hits give high values; in the data active = TR-FRET ratio above about 2000; note: inactives centre near 1500
Active calls of the source: *; nt = no result given.

Results follow in this order: PPARg SRC2 recr, S1P3 antagonist, ROMK mod, G6PDH CS, PPARg SRC1 recr, Diaphorase act, Diaph inh CS, PPARg SRC3 recr, PMI act hi M6P, PMI activator, TR-FRET SRC-2 ct
S=C(NCC1CCCO1)Nc1ccc(Cl)c(Cl)c1 (stereo not given)
→ 0, 15, nt, 5, 16, 0.9, 12, 1, 1, 1, 1668
CC(=O)OCC(=O)Nc1ccccc1C
→ 11, -21, -0.077, 5, 13, 1.1, -12, 6, 1.2, 1.3, 1772
COc1cccc(NC(=O)COC(=O)c2nc(Cl)ccc2Cl)c1
→ 10, 15, 0.37, 14, 2, 0.8, 18, 2, 0.9, 1.1, 1752
CCO[C@@H]1OC(C(=O)N2CCN(Cc3ccccc3)CC2)=C[C@H](c2csc3ccccc23)[C@H]1CCCO
→ 2, -12, nt, 16, 5, 0.6, 36, 2, 0.9, 0.9, 1573
O=C(c1ccc(Cn2c(=O)[nH]c3ccccc3c2=O)cc1)N1CCN(c2ccc(F)cc2)CC1
→ 3, 15, -0.18, 2, 7, 0.8, 23, -4, 0.8, 0.8, 1474
O=C(O)C(CC(=O)N1CCOCC1)NCc1ccccc1 (stereo not given)
→ 10, -3, 0.22, nt, 1, nt, nt, 7, nt, nt, 1634
C/C(N)=C(/C#N)C(=O)COC(=O)c1ccccc1Oc1ccccc1
→ -1, -16, -1, 5, 6, 1.1, -6, 0, 1, 1, 1510
CCOc1cc(C#N)c(NC(=O)CSc2nnnn2-c2ccc(OC)cc2)cc1OCC
→ 8, -7, 0.17, 0, 10, 0.9, 12, 3, 1, 1, 1656
Cc1ccccc1-n1c(C)cc(/C=N/NC(=O)c2ccncc2)c1C
→ -6, nt, nt, 2, -4, 1, -4, -6, 1, 1, 1379
N#Cc1cc(-c2ccccc2)nnc1Oc1ccccc1
→ -1, nt, nt, 2, 2, 1, 4, 4, 1, 1, 1477

Reprinted at random: 2 records from the list
Results follow in this order: PPARg SRC2 recr, S1P3 antagonist, ROMK mod, G6PDH CS, PPARg SRC1 recr, Diaphorase act, Diaph inh CS, PPARg SRC3 recr, PMI act hi M6P, PMI activator, TR-FRET SRC-2 ct
Cc1ccccc1-n1c(C)cc(/C=N/NC(=O)c2ccncc2)c1C
→ -6, nt, nt, 2, -4, 1, -4, -6, 1, 1, 1379
S=C(NCC1CCCO1)Nc1ccc(Cl)c(Cl)c1 (stereo not given)
→ 0, 15, nt, 5, 16, 0.9, 12, 1, 1, 1, 1668

Next structures follow:
Results follow in this order: PPARg SRC2 recr, S1P3 antagonist, ROMK mod, G6PDH CS, PPARg SRC1 recr, Diaphorase act, Diaph inh CS, PPARg SRC3 recr, PMI act hi M6P, PMI activator, TR-FRET SRC-2 ct
Cc1ccc(S(=O)(=O)NC(=O)NC(C)Cc2ccccc2)cc1 (stereo not given)
→ 7, -10, 0.0021, 2, 10, nt, nt, 4, nt, nt, 1726
C/C(=N\NC(=O)COc1ccccc1)c1cccs1
→ 7, 11, nt, -4, 5, 1, 1, 1, 1, 1, 1533
O=C(NCc1ccco1)c1cc(S(=O)(=O)N2CCOCC2)c(Cl)cc1Cl
→ 3, -7, nt, 3, 1, 0.8, 17, 3, 0.9, 1, 1658
CCn1c(CSc2n[nH]c(N)n2)nc2cc(C(=O)O)ccc21
→ -6, -23, -1.9, 12, 1, 1, 0, 0, 1.4, 1.4, 1580
CN(Cc1ccccc1)C(=O)Cn1nc(C(F)(F)F)c2c1CCC2
→ -8, nt, 0.094, 7, -8, 0.9, 13, -5, 0.9, 0.8, 1587
CCOC(=O)c1cc2sccc2n1CC(=O)c1ccc2c(c1)OCCO2
→ 3, 17, 0.091, -7, 4, 0.7, 27, 7, 0.9, 0.9, 1604
CN(CC(=O)N1CCCC1)S(=O)(=O)c1ccc(Cl)cc1
→ -2, nt, 1, 0, 3, 1, 0, 7, 1.1, 1, 1648
COc1ccccc1N1CCN(CCCOc2ccc(F)cc2)CC1
→ 6, nt, -1.6, 2, -4, 1, 3, 3, 1.1, 1, 1507
CC(C)(C)C(=O)C(Cc1ccccc1)n1cncn1 (stereo not given)
→ 5, nt, 0.85, -1, -1, 1, 2, -2, 1, 1, 1508
CC(=O)NC1C(=O)N(C)c2ccc(Br)cc21 (stereo not given)
→ 2, nt, nt, 2, 5, 0.9, 10, -2, 1.2, 1.1, 1527

Results follow in this order: PPARg SRC2 recr, S1P3 antagonist, ROMK mod, G6PDH CS, PPARg SRC1 recr, Diaphorase act, Diaph inh CS, PPARg SRC3 recr, PMI act hi M6P, PMI activator, TR-FRET SRC-2 ct
CCOC(=O)c1c(C)[nH]c(C)c1C(=O)COC(=O)c1cc(OC)cc(OC)c1
→ -1, -9, nt, -1, 2, 0.8, 23, -2, 0.9, 0.9, 1653
CCOc1ccccc1N(CC(=O)O)S(=O)(=O)c1ccccc1
→ 14, -11, nt, 10, 2, 1, -2, -1, 1.1, 1, 1594
Nc1cc2c(cc1[N+](=O)[O-])OCCO2
→ -2, -14, 0.39, 4, -1, 0.9, 11, 0, 0.9, 0.8, 1451
O=C(CN1CCOCC1)Nc1c2c(nc3ccccc13)N(Cc1ccccc1)CC2
→ 1, -34, nt, -22, 0, 1, -1, -3, 1.3, 1.2, 1563
Cn1c(CNC(=O)C(C)(C)C)nc2ccccc21
→ -1, nt, nt, 25, -6, 1.2, -19, -4, 1.1, 1.1, 1313
CCC(NC(=O)c1ccccc1NC(=O)c1ccc(C)cc1)C(=O)O (stereo not given)
→ 2, nt, 0.25, -1, 0, 0.9, 11, -1, 1, 0.9, 1335
CCOc1nc(NCCN2CCOCC2)nc(NC(C)C)n1
→ 4, nt, nt, 13, -1, 0.8, 18, 13, 1, 1.1, 1598
COc1ccc(C(=O)Nc2cc3c(cc2Cl)OCCCO3)cc1
→ -3, nt, -0.42, -2, 0, 0.9, 12, -7, 0.9, 0.8, 1447
CCOC(=O)N1CCC(NC(=O)C2=C(C)C(=O)OC23CCC(C)CC3)CC1 (stereo not given)
→ 5, 2, nt, 7, -1, 0.9, 10, -2, 1, 1, 1323
Cc1ccc(Cn2cc(/C=N/NC(=O)Cc3nnc(NC(=O)c4ccc(C)cc4)s3)c3ccccc32)cc1
→ -6, 11, 1.5, 4, -1, 1.2, -21, 3, 1.2, 1.1, 1538

Results follow in this order: PPARg SRC2 recr, S1P3 antagonist, ROMK mod, G6PDH CS, PPARg SRC1 recr, Diaphorase act, Diaph inh CS, PPARg SRC3 recr, PMI act hi M6P, PMI activator, TR-FRET SRC-2 ct
COCCn1c(N2CCN(c3ccc(OC)cc3)CC2)nc2c1c(=O)n(C)c(=O)n2C
→ -5, -29, 0, 11, 4, 1.1, -10, 3, 1, 1.1, 1703
CS(=O)(=O)Nc1ccc(C(=O)NCC2CCCO2)cc1 (stereo not given)
→ 12, 0, 0.28, -7, 1, 1, 3, -11, 1, 1, 1632
CCc1c(SCCC(=O)O)nc2ccccc2c1C
→ 16, -3, 0.25, 6, 10, 0.8, 16, 7, 1.1, 1.2, 1648
CCCCC(=O)OCC(=O)c1ccc(OCC)cc1
→ 1, nt, nt, 9, 0, 1, 0, -5, 1, 1, 1641
CCC(=O)Nc1ccc(-c2cc3ccccc3oc2=O)cc1
→ -8, 2, 0.6, 9, -2, 1, 4, -3, 1, 1, 1632
Cc1ccc(C)n1-c1ccc(C(=O)Nc2ccccc2F)cc1
→ 4, 10, -0.28, 4, 9, 1, 1, 2, 1, 1.1, 1797
Cc1cccc(NC(=O)Cn2cnc3c(cnn3-c3ccc(F)cc3)c2=O)c1C
→ -1, -24, nt, 0, 4, 0.9, 6, 6, 0.9, 0.9, 1391
Cc1nn(C)cc1C1C2=C(CC(C)(C)CC2=O)N(c2ccccc2)C2=C1C(=O)CC(C)(C)C2
→ -5, nt, -0.85, 2, 1, 0.8, 22, -14, 1.1, 0.9, 1706
O=C(COc1ncnc2ccccc12)Nc1cccc([N+](=O)[O-])c1
→ 2, 14, -1.1, 1, 2, 0.9, 7, 1, 1.1, 1.1, 1745
C=CCSC1=N/C(=C\c2ccc(C(=O)O)cc2)C(=O)S1
→ 4, 1, -0.53, 15, 4, 0.9, 14, 2, 0.8, 0.8, 1639

Results follow in this order: PPARg SRC2 recr, S1P3 antagonist, ROMK mod, G6PDH CS, PPARg SRC1 recr, Diaphorase act, Diaph inh CS, PPARg SRC3 recr, PMI act hi M6P, PMI activator, TR-FRET SRC-2 ct
O=C(CSc1nc(-c2ccncc2)nn1CC(=O)N1CCCCC1)NC1CCCC1
→ -5, nt, -0.85, 16, 9, 0.9, 8, -4, 0.9, 1, 1600
Cc1cccc(/C=N/N(CCO)C2=NS(=O)(=O)c3ccccc32)c1
→ 6, -2, -1.2, -3, 4, 0.9, 8, 4, 1, 0.9, 1613
O=S(=O)(c1cc(Cl)ccc1Cl)N1CCCCC1
→ 5, -25, 0.64, 11, -5, 1.1, -9, -8, 1.1, 1.1, 1268
O=C(O)C1C2C=CC(C2)C1C(=O)NC1CCS(=O)(=O)C1 (stereo not given)
→ 7, -2, nt, 16, 1, 1, 5, -1, 1, 1, 1481
COc1ccc(N2CCN(c3nc(NC(C)(C)C)nc(N4CCCCC4)n3)CC2)cc1
→ 6, -1, 0.44, -21, 1, 0.9, 8, -5, 0.9, 0.8, 1658
CCCCOc1ccc(-c2cc(C(=O)NNC(=S)NCC)c3ccccc3n2)cc1
→ 0, nt, 0.084, -4, -3, 0.8, 20, 0, 1, 1, 1617
Cc1ccc(S(=O)(=O)NCC(=O)N(CC(=O)NCC2CCCO2)CC2CCCO2)cc1 (stereo not given)
→ -4, 0, -0.052, -2, 4, 1.2, -18, 3, 1.1, 1.1, 1359
